STAT1 activator = STAT1 signaling activators, primary screen, cell-based, HTS, luciferase reporter; actives 2.6% (n = 200,000); activation (% of control), % at 5.5 µM; NIH 3T3 STAT1-luciferase reporter, IFN-gamma, luminescence; 100% = IFN-gamma alone, no compound; AID 932, 2007;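 active = activation above the screen-wide mean activation plus 3 SD, cut at about 130% in these data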;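 also: raw ratio to IFN-gamma control signal so 100% means no change and 0% no light; values of inactives mirror those of a sister screen read the other way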
FLuc stim CS = FLuc activators, initial screening, artefact control for FLuc-dependent activation tests, biochemical, ATPlite luminescence | AID 1027, 2008 | ATPlite luciferase biochemical, 10 min; 0 = ATP-free wells, 1 = DMSO control | activation factor at 10 µM | 200,000 tested, under 10 active;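 active = luciferase activation factor, scaled between plate controls, of at least 2 with compound at 10 µM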
Target sequence (P08659 whole entry, looked up): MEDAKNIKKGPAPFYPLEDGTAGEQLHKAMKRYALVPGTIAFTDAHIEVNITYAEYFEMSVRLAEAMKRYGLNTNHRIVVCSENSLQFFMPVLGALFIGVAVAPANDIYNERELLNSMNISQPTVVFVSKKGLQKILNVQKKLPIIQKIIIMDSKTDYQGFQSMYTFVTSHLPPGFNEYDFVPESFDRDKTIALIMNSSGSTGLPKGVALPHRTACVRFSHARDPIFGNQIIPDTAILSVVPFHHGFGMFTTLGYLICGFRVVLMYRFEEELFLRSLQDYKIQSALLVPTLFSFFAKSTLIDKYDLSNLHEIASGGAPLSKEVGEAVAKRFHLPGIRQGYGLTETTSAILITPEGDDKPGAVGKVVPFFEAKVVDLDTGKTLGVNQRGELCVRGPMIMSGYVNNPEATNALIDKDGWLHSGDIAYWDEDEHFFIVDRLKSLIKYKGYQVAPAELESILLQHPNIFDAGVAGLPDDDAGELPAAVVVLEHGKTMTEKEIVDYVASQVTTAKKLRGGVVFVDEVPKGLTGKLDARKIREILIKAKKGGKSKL
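test system = cell-free luciferase reagent | medium = PBS as buffer for the ATP substrate | dosing = test compounds dosed from 2 mM stocks in 100% DMSO | incubation = 10 min at ambient temperature | detection = luminescence measurement of luciferase light output | benchmarks = low control with PBS replacing ATP, high control enzyme plus ATP without compound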
APP 5'UTR act = activators of APP 5'UTR luciferase reporter, primary screen, SH-SY5Y cells; actives 1% (n = 190,000); activation, % at 2 µM; SH-SY5Y APP 5'UTR luciferase reporter, luminescence; zero percent = DMSO vehicle wells; AID 1276, 2008;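 active = activation above a set limit, based on mean plus 3 SD of controls, cut at about 140% in these data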; also: values of inactives mirror those of a sister screen read the other way
Efa HMGR inh = inhibitors of E. faecalis class II HMGR, primary screen, biochemical, Enterococcus faecalis; HMG-CoA reductase (Enterococcus faecalis, mvaE); purified E. faecalis HMGR, NADPH absorbance 340 nm kinetic; inhibition, % at 10 µM; actives 0.41% (n = 190,000);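 active = inhibition above a set limit, the median over all tested compounds plus 3 SD, cut at about 9.5% in these data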;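 also: enzyme runs in reverse so mevalonate oxidation gives rising NADPH absorbance; 0% = complete reaction with DMSO and 100% = background rate lacking mevalonate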
FLuc inhib CS = firefly luciferase enzyme inhibitors, primary screen, artefact control for luciferase-based inhibitor screens, biochemical, luminescence, ATPLite; AID 1006, 2008; Luciferin 4-monooxygenase (Photinus pyralis), P08659; actives 1.5% (n = 200,000); 10 min; inhibition, % at 10 µM;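 active = inhibition above about 50% when tested at 10 µM, limit read from the data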
NF-kB neuron act = activators of NF-kB expression in neurons, primary screen, cell-based, HTS; actives 1.6% (n = 190,000); human neuronal cells, NF-kB reporter expression; hits give high values; AID 1239, 2008; fold change at 12.5 µM; in the data active = fold change above about 3.3
DTT redox prof = compounds producing H2O2 with reducing agent – biochemical, NIH compound library profiling, artefact control for MLSCN library redox annotation, primary screen | DTT-dependent redox cycling H2O2, phenol red/HRP absorbance; 100% = 100 µM peroxide control, 0% = buffer | activation, % at 10 µM | actives 0.03% (n = 200,000) | AID 878, 2007;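 active = activation of at least 50% relative to the plate's high and low controls in the primary single-dose screen; inactive = activation below 50%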;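 also: compound incubated with DTT at 0.8 mM final as the reducing agent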
G6PDH CS = L. mesenteroides G6PDH inhibitors, counter-screen for G6PDH-coupled screening assays, biochemical, Leuconostoc mesenteroides enzyme | glucose-6-phosphate dehydrogenase [Leuconostoc mesenteroides] | Purified L. mesenteroides G6PDH, diaphorase/resazurin coupled fluorescence, 45 min | inhibition, % at 5 µM | actives 0.12% (n = 200,000); in the data active = inhibition above about 50%
Hsp70 activator = Hsp70 transcriptional activators, primary screen, cell-based, HeLa, Hsp70 promoter luciferase, luminescence, 10 µM | actives 0.04% (n = 200,000) | activation, % at 10 µM | HeLa Hsp70 promoter luciferase reporter; scaled: vehicle 0, proteasome-inhibitor control 100%;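 active = activation above the mean across all tested compounds plus 3 SD, cutoff set per campaign, cut at about 5.5% in these data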;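 also: 100% = MG132 at 30 µM as the positive control and 0% = DMSO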
APP 5UTR inh = inhibitors of APP translation via 5'UTR reporter, primary screen, APP 5'UTR luciferase, SH-SY5Y cells. SH-SY5Y APP 5'UTR-luciferase reporter, luminescence. actives 0.82% (n = 190,000). inhibition, % at 2 µM;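 active = inhibition above a set limit, derived from the sample mean plus 3 SD, cut at about 45% in these data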; also: values of inactives mirror those of a sister screen read the other way
Active calls of the source: *.

SMILES	STAT1 activator	FLuc stim CS	APP 5'UTR act	Efa HMGR inh	FLuc inhib CS	NF-kB neuron act	DTT redox prof	G6PDH CS	Hsp70 activator	APP 5UTR inh
O=C1/C(=C\c2cccs2)N=C(c2cccs2)N1Nc1ccccc1	102	0.8	-17	-8	24	1.3	-1.3	5	-0.1	17
COCCNC(=O)CN(C(=O)Cn1nnc2ccccc21)c1ccc(F)c(Cl)c1	98	1	8	-1	-4	1.1	2.7	0	0.3	-8
Cc1ccc(S(=O)(=O)Oc2ccccc2/C=N/NC(N)=S)cc1	108	1	-91	-3	-2	0.83	-0.1	-2	-0.4	91*
O=C(CSc1nc2ccccc2n1Cc1ccc(Cl)cc1)N/N=C/c1ccc(C(=O)O)cc1	100	1	-54	-6	-4	1.2	-2.0	-10	0.9	54*
O=C(CCC(=O)N1CCN(c2ccccn2)CC1)Nc1nnc(C2CCCCC2)s1	92	1	-2	-1	0	1.3	-1.5	6	0.8	2
Cc1cccc(-n2cc(-c3ccccc3)c3c(=O)[nH]cnc32)c1	98	1.1	-3	0	-9	0.97	0.1	0	-0.3	3
CC1CC(C)CN(CC(=O)N2c3ccccc3CCc3ccccc32)C1 (stereo unspecified)	97	1	15	-6	0	0.96	1.6	6	-0.4	-15
CCN(CC)S(=O)(=O)c1ccc(N(C)Cc2ccc(C(F)(F)F)cc2)nc1	91	1.1	17	-1	-11	0.47	1.5	-2	-0.1	-17
O=C(Nc1nc(-c2ccccc2)cs1)c1ccc(Br)o1	105	0.9	6	1	6	1.3	-1.2	12	0.0	-6
CCCN(CCC)CC(O)Cn1cc(/C=C/C(=O)c2ccccc2)c2ccccc21 (stereo unspecified)	107	1	20	-2	-3	0.93	0.3	-5	0.0	-20
CCOC(=O)N1CCN(C(=O)CCCCCn2c(=S)[nH]c3cc4c(cc3c2=O)OCO4)CC1	83	1.1	8	2	-7	1.1	-0.2	-1	-0.3	-8
O=C(COC(=O)C1(c2ccc(F)cc2)CCCC1)N1CCOCC1	96	1.1	-8	-2	-8	1.2	-2.1	1	-0.4	8
O=c1ccc2cc(S(=O)(=O)N3CCN(c4cc(Cl)ccc4Cl)CC3)ccc2o1	101	1	14	-1	-3	0.93	0.2	0	-0.3	-14
C=CCN(CC=C)S(=O)(=O)c1ccc(NC(=S)NC(=O)c2ccco2)cc1	100	1.1	0	0	-7	1	0.4	-4	0.0	0
c1ccc2[nH]c(CSc3nccs3)nc2c1	88	0.9	-7	-3	5	1.5	-2.6	6	-0.2	7
C=CCn1c(SCC(=O)c2c(N)n(CCC)c(=O)n(C)c2=O)nc2sc(CC)cc2c1=O	104	1.1	-6	0	-7	1	0.4	1	0.2	6
CCOc1ccc(NC(=O)[C@@H](NC(=O)OCc2ccccc2)[C@@H](C)CC)cc1	99	1	-13	-1	-2	1.1	0.1	3	-0.4	13
COc1ccc2c(c1)c(=O)oc1cc(O)ccc12	111	1	1	-1	0	1.2	0.3	23	0.3	-1
N#Cc1cc(C#N)c(N2CCN(c3cccc(Cl)n3)CC2)nc1N	122	1	25	-1	-2	1.2	-5.0	6	0.1	-25
COc1cccc(C(=O)NNC(=O)Cc2csc(N)n2)c1	102	1.1	15	-6	-6	1.1	-0.8	10	-0.1	-15
CC(C)C1Cc2c(sc3[nH]c(=S)n(Cc4ccccc4)c(=O)c23)CO1 (stereo unspecified)	95	1.1	-10	-3	-8	0.57	-0.1	4	-0.3	10
O=C(c1cccnc1Cl)N(Cc1ccccc1)Cc1ccccc1	90	1.1	4	-1	-10	1.3	-0.9	1	-0.1	-4
CCOc1ccc(C2N(c3ccc(OC)cc3)C(=O)C3CCCN32)cc1OC (stereo unspecified)	103	1	1	-1	-3	0.95	-1.0	4	-0.2	-1
O=C(Nc1cccc(S(=O)(=O)NC2=NCCCCC2)c1)C1COc2ccccc2O1 (stereo unspecified)	97	1.1	-5	-2	-8	0.83	-0.3	4	-0.1	5
Cc1noc(C)c1C(=O)N1CCN(Cc2ccc3c(c2)OCO3)CC1	98	1.1	2	-4	-8	0.96	2.3	-21	-0.1	-2
COc1ccc(/C=N/N=C2/NC(=O)C(CC(=O)O)S2)cc1OS(=O)(=O)c1ccccc1 (stereo unspecified)	94	1	4	0	-2	1.2	0.2	2	0.1	-4
CCOc1ccc(C(=O)N2CCN=C2SC)cc1OCC	96	1	3	-4	0	1.1	-0.9	2	-0.1	-3
CC(C)c1ccc(N(C(=O)C(F)(F)F)C(C(=O)NC2CCCCC2)c2ccncc2)cc1 (stereo unspecified)	97	1.1	16	-6	-6	1.1	-2.5	4	-0.6	-16
CC(=C1C2C=CC1C1C(=O)NC(=O)C21)c1ccccc1 (stereo unspecified)	91	1	16	0	-4	0.85	1.8	-4	-0.2	-16
Cc1ccc(C)c2[nH]c(=O)c(CN(Cc3ccco3)C(=O)Nc3ccccc3)cc12	93	1	-19	-5	-1	0.55	2.8	-4	-0.6	19
COCc1nnc(NS(=O)(=O)c2c(C)cc(C)cc2C)s1	95	1.1	-15	0	-8	0.98	-0.2	13	-0.1	15
CN(Cc1ccccc1)C(=S)Nc1cccnc1	108	1	-5	-7	-5	1.2	-1.5	8	-0.2	5
Cc1ccccc1NS(=O)(=O)c1ccc(Cl)cc1	92	1	33	-1	-5	1.1	0.5	9	-0.3	-33
CC1CCN(C(=O)/C=C/c2ccc(C(C)(C)C)cc2)CC1	106	0.9	28	1	10	2	-0.6	8	-0.2	-28
COc1ccc(S(=O)(=O)N2CCC(C(N)=O)CC2)c2ccccc12	98	1.1	27	-3	-8	1	4.4	23	-0.3	-27
O=C1NCCc2c1[nH]c1ccc([N+](=O)[O-])cc21	99	1	9	-9	-3	1.2	-0.6	2	-0.2	-9
Cc1ccc(-c2nn(-c3ccccc3)cc2/C=N/NC(=O)c2ccc(Br)o2)cc1	103	1	10	-1	0	0.95	0.8	3	-0.1	-10
COc1ccc(/C=C(\C#N)C(=O)OCC(=O)NCc2ccccc2)cc1	92	1.1	-9	-5	-6	1.2	-0.3	-2	-0.1	9
CC(=O)Nc1ccc(S(=O)(=O)NNC(=O)c2sc(=S)n(C)c2C)cc1	100	1	6	-1	-2	1.3	0.0	8	-0.3	-6
Cc1cc(C)cc(OCC(=O)N2CCCCCC2)c1	93	1.1	7	2	-6	1.2	0.6	-6	-0.1	-7
Cc1cccc2c(N)c3c(nc12)CCCC3 (tested in a mixture with another compound)	118	1	19	-2	0	1.8	-0.3	16	0.0	-19
CC(C)(Nc1ccccc1)C(=O)c1ccccc1	103	1.1	-3	-4	-10	1.1	-0.6	3	0.0	3
N=C(N)SCc1cn2ccccc2n1	92	1.1	4	3	-6	1.4	0.2	10	0.1	-4
Cc1ccc(NC(=O)c2c(Cl)n(C)c3ccccc23)cc1	108	0.7	37	2	34	1.7	1.3	6	0.2	-37
C/C(=C\c1ccc2c(c1)OCO2)C(=O)c1c(C)cc(C)[nH]c1=O	101	1	14	0	-4	1.3	-0.1	10	-0.1	-14
COc1ccc(OC)c(C(=O)CC2OC(=O)c3ccccc32)c1 (stereo unspecified)	84	1	24	1	-5	2.6	-0.5	4	-0.2	-24
COc1cccc(NC(=O)c2cccs2)c1	104	0.9	33	2	14	1.9	-0.2	-17	-0.1	-33
Cc1cc(C)nc(/N=C(\N)Nc2ccc(S(=O)(=O)O)cc2)n1	105	1	5	0	-4	1.3	-0.7	12	-0.2	-5
O=C(O)CSC(NC(=O)c1cccnc1)(C(F)(F)F)C(F)(F)F	105	1	-13	-7	-2	1.1	-0.2	5	-0.3	13
Cc1ccc(C(=O)NC(=S)Nc2ccc(S(=O)(=O)N(C)c3ccccc3)cc2)cc1	98	1.1	-15	2	-6	0.8	0.2	-1	0.1	15
O=C(CCn1nc(-c2ccccc2)ccc1=O)N1CCN(c2ccccn2)CC1	93	1	21	-2	-2	0.91	-0.3	-3	-0.4	-21
CC(C)N1CCC(N2CCN(CC#Cc3ccccc3)CC2CCO)CC1 (stereo unspecified)	102	1	-4	-4	-3	1.1	0.4	8	-0.2	4
Cc1cccc(CC2CC(=O)N(c3ccccc3)C2=O)c1 (stereo unspecified)	102	1.1	9	-1	-5	1.1	0.7	19	-0.3	-8
c1ccc(-c2noc(-c3cccs3)n2)nc1	104	0.3	209*	-3	71*	2.4	3.9	-3	-0.6	-209
CN(C)C(=O)c1cccn(Cc2ccc(C(F)(F)F)cc2)c1=O	97	1	17	0	-2	1.1	-1.0	5	-0.2	-16
COc1cccc(CC(=O)Nc2ccccc2C(=O)N2CCOCC2)c1	108	1	14	-1	-1	0.8	-0.1	-1	-0.2	-14

Random excerpt: two records from the list.
SMILES	STAT1 activator	FLuc stim CS	APP 5'UTR act	Efa HMGR inh	FLuc inhib CS	NF-kB neuron act	DTT redox prof	G6PDH CS	Hsp70 activator	APP 5UTR inh
Cc1noc(C)c1C(=O)N1CCN(Cc2ccc3c(c2)OCO3)CC1	98	1.1	2	-4	-8	0.96	2.3	-21	-0.1	-2
Cc1ccccc1NS(=O)(=O)c1ccc(Cl)cc1	92	1	33	-1	-5	1.1	0.5	9	-0.3	-33

Structures shown so far that contain a Cl atom (7):
SMILES	STAT1 activator	FLuc stim CS	APP 5'UTR act	Efa HMGR inh	FLuc inhib CS	NF-kB neuron act	DTT redox prof	G6PDH CS	Hsp70 activator	APP 5UTR inh
COCCNC(=O)CN(C(=O)Cn1nnc2ccccc21)c1ccc(F)c(Cl)c1	98	1	8	-1	-4	1.1	2.7	0	0.3	-8
O=C(CSc1nc2ccccc2n1Cc1ccc(Cl)cc1)N/N=C/c1ccc(C(=O)O)cc1	100	1	-54	-6	-4	1.2	-2.0	-10	0.9	54*
O=c1ccc2cc(S(=O)(=O)N3CCN(c4cc(Cl)ccc4Cl)CC3)ccc2o1	101	1	14	-1	-3	0.93	0.2	0	-0.3	-14
N#Cc1cc(C#N)c(N2CCN(c3cccc(Cl)n3)CC2)nc1N	122	1	25	-1	-2	1.2	-5.0	6	0.1	-25
O=C(c1cccnc1Cl)N(Cc1ccccc1)Cc1ccccc1	90	1.1	4	-1	-10	1.3	-0.9	1	-0.1	-4
Cc1ccccc1NS(=O)(=O)c1ccc(Cl)cc1	92	1	33	-1	-5	1.1	0.5	9	-0.3	-33
Cc1ccc(NC(=O)c2c(Cl)n(C)c3ccccc23)cc1	108	0.7	37	2	34	1.7	1.3	6	0.2	-37
